CHT block: inhibitors of human choline transporter CHT; Q9GZV3; CHT-expressing cells, membrane potential dye, choline response; hits give low values; B-score at 10 µM; 310,000 tested, 0.86% active; AID 488975;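 active means B-score over 3 SD under the library average, and starting fluorescence ratio not unusually high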;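 further: choline stimulus applied at its EC90 after an EC20 pre-addition; B-score computed on integrated fluorescence ratio after choline addition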
Target sequence (Q9GZV3 whole entry, looked up): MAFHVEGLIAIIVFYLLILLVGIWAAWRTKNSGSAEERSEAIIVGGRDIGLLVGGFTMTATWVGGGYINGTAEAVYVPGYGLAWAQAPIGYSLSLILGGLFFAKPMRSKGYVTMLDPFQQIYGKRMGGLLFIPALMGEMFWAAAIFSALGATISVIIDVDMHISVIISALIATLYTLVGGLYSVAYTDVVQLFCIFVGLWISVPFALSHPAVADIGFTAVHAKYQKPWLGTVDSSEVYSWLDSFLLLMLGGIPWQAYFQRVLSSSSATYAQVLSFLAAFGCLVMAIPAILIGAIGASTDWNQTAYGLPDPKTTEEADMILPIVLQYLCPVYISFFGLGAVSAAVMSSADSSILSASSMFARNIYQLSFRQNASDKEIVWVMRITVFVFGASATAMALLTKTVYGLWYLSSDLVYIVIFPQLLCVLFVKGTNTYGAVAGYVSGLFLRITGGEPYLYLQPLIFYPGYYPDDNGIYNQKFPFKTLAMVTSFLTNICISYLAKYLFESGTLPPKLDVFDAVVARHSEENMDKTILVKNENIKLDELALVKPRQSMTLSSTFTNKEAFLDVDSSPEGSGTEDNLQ
Kir21 block: inhibitors of mouse Kir2.1 inward-rectifier potassium channel; 310,000 tested, 0.85% active; B-score at 10 µM; P35561; HEK293-Kir2.1, FluxOR thallium flux fluorescence; hits give low values;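 active means fluorescence ratio B-score at or below minus 3 SD of library scores, with starting-brightness B-score within 2 SD, cut at about -4.2 in these data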;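 further: channel flux triggered by added potassium and thallium sulfate stimulus; B-score of peak minus minimum fluorescence over baseline after thallium stimulus; more negative B-score means stronger Kir2.1 block with less thallium influx; some compounds called inactive have numbers as strong as hits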
Target sequence (P35561 whole entry, looked up): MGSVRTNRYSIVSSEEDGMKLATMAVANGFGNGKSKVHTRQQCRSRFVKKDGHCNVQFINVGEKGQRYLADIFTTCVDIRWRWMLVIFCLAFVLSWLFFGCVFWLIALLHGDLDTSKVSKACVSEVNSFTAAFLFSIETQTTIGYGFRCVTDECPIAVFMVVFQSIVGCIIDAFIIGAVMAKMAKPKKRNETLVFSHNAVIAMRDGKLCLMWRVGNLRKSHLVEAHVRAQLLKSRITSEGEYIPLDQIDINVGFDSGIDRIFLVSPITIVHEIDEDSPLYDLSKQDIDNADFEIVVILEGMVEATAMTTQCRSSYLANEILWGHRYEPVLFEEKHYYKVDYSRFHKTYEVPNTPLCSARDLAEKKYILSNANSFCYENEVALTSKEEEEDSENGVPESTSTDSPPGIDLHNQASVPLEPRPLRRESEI
Active calls of the source: *; i = inactive; . = not tested or not shown.

SMILES	CHT block	Kir21 block
COc1ccc(NC(=O)CSC2CCCCC2)cc1	i	0.15
Fc1ccc(NC(=S)N2CCCC(c3ccccc3)=N2)cc1	i	-0.67
CC(C)CCCN1C(N(C)C)=NC[C@@H]1C	i	.
CCOc1ccc(S(=O)(=O)N2CCC(C(=O)NCc3cccnc3)CC2)cc1Cl	i	1.82
COc1ccccc1N1CCN(C(=S)NC(=O)/C=C/c2ccc(F)cc2)CC1	i	0.02
N#Cc1c(NCCCO)nc(-c2ccccc2)c2c1CCCC2	i	-0.84
COc1ccc(C2=NOC(Cn3nc(C(=O)NCc4cccs4)cc3-c3ccccc3)C2)cc1 (stereo not given)	i	1.03
Cc1c(C)c2ccc(OCC(=O)N3CCC[C@@H]3C(=O)O)c(C)c2oc1=O	i	2
CCOC(=O)c1[nH]c(C)c(C(=O)Nc2ccccc2F)c1C	i	-0.31
COc1cccc(CN(C)Cc2nc(C3CC3)no2)c1	i	-0.12
CCOC(=O)/C(=N\Nc1cccc(Cl)c1)Sc1nnc(-c2ccc(OC)cc2)n1C	i	-0.95
O=C(NCCCN1CCCC1=O)c1ccc2c(=O)n(-c3ccccc3F)c(=S)[nH]c2c1	i	-0.26
O=C(c1ccc(Cl)cc1[N+](=O)[O-])N(Cc1ccccc1)Cc1ccccc1	i	-0.58
Cc1cc(-c2ccccc2)nc2cc(C(N)=O)nn12	i	1.42
O=C(NCCc1ccccc1)c1cnc2n(c1=O)CCS2	i	-0.08
O=C(NCCCN1CCCC1=O)c1ccc(S(=O)(=O)Nc2ccccc2)cc1	i	1.35
O=C(COC(=O)C1(c2ccccc2F)CCCC1)N1CCc2ccccc21	i	-0.69
CCOC(=O)c1ccc(S(=O)(=O)NCC(c2ccc(N(C)C)cc2)c2c[nH]c3ccccc23)cc1 (stereo not given)	i	-0.25
N#CCOC(=O)[C@H](Cc1c[nH]c2ccccc12)NS(=O)(=O)c1ccc(Cl)cc1	i	-0.47
CCOc1ccc(/C(O)=C2/C(=O)C(=O)N(CCCn3ccnc3)C2c2cccs2)cc1Cl (stereo not given)	i	-0.68
O=C(c1cc2c(=O)n3ccccc3nc2s1)N1CCOCC1	i	-0.08
COc1ccc(Cn2c(-c3ccc(Cl)cc3)c[n+]3ccccc23)cc1	i	-0.18
O=C(c1ccc(S(=O)(=O)N2CCOCC2)cc1)N(c1ccc(F)cc1)C1C=CS(=O)(=O)C1 (stereo not given)	i	2.43
O=C(Nc1cc(C(F)(F)F)ccc1N1CCOCC1)c1cccs1	i	-0.98
COc1ccc(C(=O)N2CCOC2CNC(=O)C(=O)NCCc2ccccc2OC)cc1 (stereo not given)	i	-0.19
Cc1cc(C)c(C)c(S(=O)(=O)N2CCC(C(=O)Nc3ccncc3)CC2)c1C	i	-0.42
CC(C)CCN1CCN=C1Nc1ccccc1	i	2.28
CN(C)S(=O)(=O)N1CCCC(C(=O)c2ccc(C(F)(F)F)cc2)C1 (stereo not given)	i	0.19
COC(=O)c1ccc(CSc2nnc(Nc3cccc(OC)c3)s2)o1	i	-0.18
C=CCc1cccc(Cl)c1OCCCNC1CCCC1	i	-4.15
Cc1c(Nc2nc3ccccc3nc2NS(=O)(=O)c2ccccc2)c(=O)n(-c2ccccc2)n1C	i	-1.7
O=C(CNS(=O)(=O)c1ccc(F)c(Cl)c1)N1CCCCCC1	i	-1.15
Cc1ccc(CCNC(=O)Cn2ccc3cc(S(=O)(=O)N4CCCC4)ccc32)cc1	i	-0.92
COc1ccc(NC(=O)CSc2nc3ccccc3c(=O)n2CCC(=O)N2CCCCC2)cc1	i	-0.59
CC(C)(C)OC(=O)N1CCC2(CC1)Oc1ccc(F)cc1C(=O)C21CC(c2ccc(Cl)cc2)=NO1 (stereo not given)	i	0.49
Cc1ccc(OCC(=O)NNC(=O)C2CSC3(C)CCC(=O)N23)cc1 (stereo not given)	i	0.73
Cc1ccnc(SCC(=O)c2ccc([N+](=O)[O-])cc2)n1	i	0.62
O=C1OCCN1C(=O)[C@H]1[C@H](c2ccc(F)cc2)C(c2ccc(F)cc2)=NN1c1ccc(Br)cc1	i	-0.4
O=C(NCc1ccc(F)cc1)C1CCC(=O)N1CCc1ccccc1 (stereo not given)	i	3.11
CC(=O)Nc1nnc(C)s1	i	0.02
O=C(CSc1nnc(-c2ccc(O)cc2)o1)Nc1ccccc1	i	-1.31
OCCCCNc1cccc2ccccc12	i	0.15
CCOC(=O)CSc1nc(C)cc(C)c1C(N)=O	i	0.65
Cc1ccccc1OCCN1CCC(Cc2ccccc2)CC1	i	-1.85
Cc1cccnc1NC(=O)c1cc2ccccc2oc1=O	i	-1.15
COc1cccc2cc(C(=O)OCC(=O)NCc3ccc4c(c3)OCO4)c(=O)oc12	i	0.2
On1c2c(c3c4nonc4ccc31)CCCC2	-10.8*	-3.01
CC1Cc2ccccc2N1C(=O)COC(=O)c1cccnc1Cl (stereo not given)	i	-0.55
Cc1cc(NC(=O)CSc2nnc(Nc3ccccc3F)s2)no1	i	0
COc1ccc(/C=C/C(=O)c2ccc[nH]2)c(OC)c1OC	i	-0.15
Cn1ccnc1SC(=O)N1c2ccccc2Sc2ccccc21	i	0.04
COc1ccc(/C=C(/C#N)C(=O)Nc2cc(C)ccc2C)cc1C(=O)O	i	-0.69
COc1ccc2c(c1)[nH]c1c(=O)n(Cc3ccccn3)cnc12	i	2.04
COc1ccc(CSc2nc3nc(C)cc(C)n3n2)cc1F	-6.02*	0.38
CCOCCCn1c(=O)c2ccccc2n2c(=S)[nH]nc12	i	1.14
CCOCCCNC(=O)C1CCC(CNS(=O)(=O)c2cccc3nsnc23)CC1 (stereo not given)	i	.
CC(C)[C@H](NC(N)=O)C(=O)Nc1ccc(Oc2ccccc2)cc1	i	0.39
CCOC(=O)c1ccc(NC(=O)Nc2ccc(F)cc2)cc1	i	0.99
Cc1nn(Cc2ccccc2)c(Cl)c1C(=O)OCC#N	i	2.21
CCc1cccc(N(CC(=O)NC2CCCCC2)C(=O)c2csnn2)c1	i	-0.12

(more compounds)
SMILES	CHT block	Kir21 block
CCOC(=O)c1nc(Nc2ccc(N3CCOCC3)cc2)c2ccccc2n1	i	0.91
Cc1ccc2nc(C)cc(C(=O)OCC(=O)Nc3c(C)n(C)n(-c4ccccc4)c3=O)c2c1	i	-0.03
O=C(Oc1c(-c2ccccc2)c(=O)n2c3c(cccc13)CC2)c1cccc([N+](=O)[O-])c1	i	-0.64
COC(=O)c1cccc(NC(=O)c2cccnc2C(=O)O)c1C	i	1.26
Cn1c(CN2CCN(S(C)(=O)=O)CC2)nc2cc([N+](=O)[O-])ccc21	i	0.94
O=C(CSc1ncn[nH]1)N1c2ccccc2Sc2ccccc21	i	-3.18
Cc1ccc(N/C(N)=N/c2nc3c(c(=O)[nH]2)CCCC3)c(C)c1	i	-0.18
O=C(NC1C=CS(=O)(=O)C1)c1sc2ccccc2c1Cl (stereo not given)	i	0
COc1cccc(CNc2cc(CSc3ccc(Cl)cc3)nc(C)n2)c1	i	-7.65*
COC(=O)C1(CCSC)NC(c2ccccc2OC)C2C(=O)N(C)C(=O)C21 (stereo not given)	i	-1.57
Cc1nc2ccccc2c(=O)n1C1CCCCCC1	i	-1.38
CC(C)C(=O)N(Cc1cc2ccccc2[nH]c1=O)C(C)(C)C	i	-0.66
O=C(CN1CCN(C2CCCCC2)CC1)Nc1ccccc1-c1ccccc1	i	-1.85
CCOc1ccc(Br)cc1S(=O)(=O)N1CCC(C(N)=O)CC1	i	0.92
O=S(=O)(NC(=S)c1ccccc1)c1ccc(Cl)cc1	i	0.9
N#Cc1sc2nc(-c3cccs3)cc(-c3ccccc3)c2c1N	i	-0.15
Cc1csc(SCC(=O)NC(=O)c2ccccc2)n1	i	0.04
Cc1ccc(N2C(=O)CC(Sc3nc(C)cc(C)n3)C2=O)cc1 (stereo not given)	i	1.88
COc1ccc(Cc2noc(-c3ccc(C)cc3)n2)cc1	i	2.29
COc1ccc(S(=O)(=O)n2c(CCN3CCOCC3)nc3ccccc32)cc1	i	0
CC(C)OC(=O)CSc1nc2ncc(Cl)cc2[nH]1	i	-0.61
O=C(c1ccc(S(=O)(=O)N2CCOCC2)cc1)N1CCN(S(=O)(=O)c2ccc(Cl)s2)CC1	i	-1.27
COc1cc(OC)cc(C(=O)Nn2cnnc2)c1	i	0.81
C/C(=N\NC(=O)c1cc(-c2ccco2)nc2ccccc12)c1cccnc1	i	-0.97
CCn1nc(C)c(CNC(=O)CCc2nnc(Cc3c[nH]c4ccccc34)o2)c1C	i	-0.16
CSc1ncccc1C(=O)OCc1ccc([N+](=O)[O-])cc1	i	-0.93
Cc1cc(C)c2[nH]c(=O)c(CN(Cc3cccnc3)C(=S)NCCCN(C)C)cc2c1	i	-0.06
C[C@@H]1CN(C(=O)c2nc3ccc(Cl)cn3c2CN[C@H]2CCCCNC2=O)C[C@H](C)O1	i	-3.44
CCN(C(=O)CN1CC(C)OC(C)C1)c1c(N)n(Cc2ccccc2)c(=O)[nH]c1=O (stereo not given)	i	0.13
O=C(CCC(=O)N1CCCC1)Nc1ccc(Cl)c(Cl)c1	i	-1.39
CN(CC(=O)Nc1ccc(Cl)c(Cl)c1)C(=O)/C=C/c1ccc(F)cc1	i	-0.4
COC(=O)c1cn(CC(=O)NC2CCCCCC2)c2ccccc12	i	1.17
COc1ccc(N2CCN(C(=O)Cc3csc(NC(=O)Nc4ccccc4OC)n3)CC2)cc1	i	1.11
Cc1c(C)c2ccc(OC(C)C(=O)NCCCn3ccnc3)c(C)c2oc1=O (stereo not given)	i	-1.82
Cc1c(Nc2ncnc3nc[nH]c23)c(=O)n(-c2ccccc2)n1C	i	-1.25
COc1ccc(C2SCC(=O)N2c2ccc(OC)cc2)cc1 (stereo not given)	i	0
COc1ccccc1NC(=O)c1c(NC(=O)c2ccco2)sc2c1CCC2	i	-0.13
O=C(Nc1ccc(CN2CCOCC2)cc1)c1cccc(F)c1	i	-0.22
Cc1cc(Br)ccc1NC(=O)CCN1C(=O)c2ccncc2C1=O	i	0
CSc1nc(C)c(C(=O)C[n+]2ccccc2C)cc1C#N	i	-0.83
Cc1cccc(C)c1NC(=O)CCCSc1nnc(-c2ccc(Cl)cc2)n1-c1ccccc1	i	-0.07
Cc1ccc(C)c(S(=O)(=O)N2CCC3(CC2)OCCO3)c1	i	-0.29
COCCn1c(-c2ccccc2F)n[nH]c1=S	i	-0.65
CCOc1cccc(CN2CCN(Cc3ccc(C)o3)C(CCO)C2)c1O (stereo not given)	i	2.14
CN(CCO)C(=O)c1cccc2c1-c1ccccc1C2=O	i	-0.02
CCCNC(=O)OC[C@H]1O[C@H](CCO/N=C/c2ccc(C(=O)N3[C@H](c4ccc(C)cc4)[C@@H](C)CC[C@H]3C(=O)OC)cc2)C=C[C@@H]1Oc1ccc(OC)cc1	i	-1.09
COc1ccc(CN(C(=O)CSc2nnc(-c3c[nH]c4ccccc34)o2)c2ccc(F)cc2)cc1OC	i	-0.7
CC(C)C(c1nnnn1C1CCCC1)N1CCC(C(N)=O)CC1 (stereo not given)	i	-0.24
Cn1cc(Br)c(C(=O)NNC(=O)c2ccccc2)n1	i	-1.05
CCN(CC)P(=O)(Nc1ccc(C)cc1Br)c1ccc(N(C)C)cc1NC(=O)c1ccco1 (stereo not given)	i	1.06
CCn1c(=O)c(C(=O)NCc2ccccc2Cl)c(O)c2ccccc21	i	-0.31
Cc1cccc(S(=O)Cc2ccc(C(=O)N3CCOCC3)o2)c1 (stereo not given)	i	-0.29
O=[N+]([O-])c1ccc(Cl)cc1NCC1CCCO1 (stereo not given)	i	1.19
CCN(CC(=O)NCc1ccncc1)S(=O)(=O)c1cc(Cl)ccc1Cl	i	-0.5
CCC(C)NC(=O)C1CCCN(S(=O)(=O)c2ccc3c(c2)CC(C)N3C(C)=O)C1 (stereo not given)	i	-0.84
CCCN1Cc2cccc(C(=O)Nc3ccc(CN4CCCC4)cc3)c2C1=O	i	1.18
CC(C)(C)C(=O)N1CCN(c2ccc([N+](=O)[O-])c(-n3nc(-c4ccccc4)c4ccccc4c3=O)c2)CC1	i	-0.47
CCOc1cc(NC(=O)c2ccccc2C(=O)O)c(OCC)cc1NC(=O)c1ccccc1F	i	-1.56
COc1ccccc1N1CCN(CCCCOc2ccc(C)cc2C)CC1	i	-1.83
CCOC(=O)c1ccc(NC(=O)NCc2ccn(CC)n2)cc1	i	1.68
COc1ccc2c(c1)O/C(=C\c1ccccc1O)C2=O	i	0.76
COCCn1c(Cc2ccccc2)nnc1SCC(=O)NC(C)C	i	1.2
CCN(CC)S(=O)(=O)c1ccc(Cl)c(NC(=O)COC(=O)c2ccc([N+](=O)[O-])o2)c1	i	0.12
